Gli-Sufu block: antagonists of Gli-Sufu signaling | actives 0.74% (n = 340,000) | inhibition, % at 5 µM | Sufu-KO-LIGHT fibroblasts, Gli luciferase reporter luminescence | AID 588413;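 active = inhibition above about 55%, limit read from the data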;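 also: 0% = DMSO-treated cells and 100% = wells with medium but no cells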
Jurkat NFkB inh: lowers PMA/ionomycin-induced NF-kB signal in Jurkat cells; PMA/ionomycin-induced NF-kB luciferase reporter, luminescence; inhibition, % at 4 µM; actives 0.53% (n = 330,000); AID 435003; in the data active = inhibition above about 50%
CCR6 antagonist: CCR6 (human) receptor antagonism | AID 493098 | CHO-K1 CCR6 PathHunter beta-arrestin, luminescence, CCL20-stimulated | actives 0.49% (n = 340,000) | P51684 | inhibition, % at 20 µM;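 active = compounds whose inhibition of the agonist-driven luminescence signal at 20 µM reaches about 50%, limit read from the data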;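 also: cells stimulated with CCL20 at 14 nM final; plate controls were DMSO with CCL20 for no effect and DMSO without agonist for full effect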
APJ antag: blocks the human apelin receptor APJ | P35414 | CHO-K1 APJ beta-arrestin complementation, luminescence | inhibition, % at 20 µM | actives 0.32% (n = 330,000);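 active = inhibition above about 40% at 20 µM, limit read from the data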;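 also: cells challenged with 10 nM apelin-13 agonist together with compound; plate controls were apelin-13 plus DMSO wells for no effect and DMSO wells lacking apelin-13 for full effect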
Target sequence (P35414 whole entry, looked up): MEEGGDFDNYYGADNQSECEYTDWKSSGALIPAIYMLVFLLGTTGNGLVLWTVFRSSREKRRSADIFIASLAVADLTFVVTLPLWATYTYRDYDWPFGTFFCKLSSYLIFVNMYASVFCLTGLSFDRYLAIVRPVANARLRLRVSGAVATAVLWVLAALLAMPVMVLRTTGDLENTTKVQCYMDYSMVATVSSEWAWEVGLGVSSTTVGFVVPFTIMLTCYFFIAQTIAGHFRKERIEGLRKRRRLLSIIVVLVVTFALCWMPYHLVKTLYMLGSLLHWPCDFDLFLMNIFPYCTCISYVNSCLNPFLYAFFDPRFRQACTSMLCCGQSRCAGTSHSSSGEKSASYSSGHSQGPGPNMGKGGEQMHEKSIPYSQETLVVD
UBC13 polyUb: blocks human UBC13 polyubiquitin chain formation. actives 0.47% (n = 330,000). P61088. inhibition, % at 20 µM. TR-FRET; in the data active = inhibition above about 45%, passing the limit was not always enough
Target sequence (P61088 whole entry, looked up): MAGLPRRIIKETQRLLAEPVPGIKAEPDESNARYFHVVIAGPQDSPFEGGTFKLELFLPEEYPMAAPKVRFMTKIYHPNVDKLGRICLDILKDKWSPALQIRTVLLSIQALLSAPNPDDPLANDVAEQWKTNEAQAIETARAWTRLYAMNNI
CXCR6 block: blocks human CXCR6 beta-arrestin recruitment | actives 0.36% (n = 360,000) | CHO-K1 PathHunter CXCR6 beta-arrestin, luminescence | O00574 | inhibition, % at 20 µM; in the data active = inhibition above about 34%, passing the limit was not always enough;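 also: antagonist mode with CXCL16 agonist at 10 nM final; 0% = 10 nM CXCL16 with DMSO and 100% = unstimulated wells without agonist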
Target sequence (O00574 whole entry, looked up): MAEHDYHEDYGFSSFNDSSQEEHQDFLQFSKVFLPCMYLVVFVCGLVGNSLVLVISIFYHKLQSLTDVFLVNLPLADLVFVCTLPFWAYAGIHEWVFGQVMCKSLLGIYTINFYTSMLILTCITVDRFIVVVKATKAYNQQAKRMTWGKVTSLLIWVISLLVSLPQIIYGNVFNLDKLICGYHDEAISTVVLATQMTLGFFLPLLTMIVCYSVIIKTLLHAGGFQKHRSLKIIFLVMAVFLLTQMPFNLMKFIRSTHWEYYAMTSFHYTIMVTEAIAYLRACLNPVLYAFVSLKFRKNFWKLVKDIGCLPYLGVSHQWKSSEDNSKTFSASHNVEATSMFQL
EBI2 block: blocks human EBI2 receptor beta-arrestin signaling; EBI2 beta-arrestin recruitment, luminescence, 7a,25-OHC stimulated; actives 0.81% (n = 360,000); P32249; inhibition, % at 5 µM; in the data active = inhibition above about 38%;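 also: enzyme fragment complementation signal reports receptor beta-arrestin coupling in cells; 0% = agonist plus DMSO wells and 100% = wells without agonist; some results beyond the cut were filed as inactive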
697 NFkB inh: lowers PMA/ionomycin-induced NF-kB signal in 697 B cells; actives 0.33% (n = 330,000); inhibition, % at 4 µM; AID 435022; 697 B-cell NF-kB luciferase reporter, 16 h; in the data active = inhibition above about 35%
* hit, by the source's call.

What do the screens show for `CN(Cc1ccc(C(F)(F)F)cc1)C(=O)C1CCC(=O)N(C2CC2)C1` (stereo unspecified)?
Gli-Sufu block: -2; Jurkat NFkB inh: 3; CCR6 antagonist: 6; APJ antag: -2; UBC13 polyUb: -6; CXCR6 block: 4; EBI2 block: -14; 697 NFkB inh: 13

Results for O=C1C=C(c2ccc(F)c(Cl)c2)C[C@@H](c2ccc(F)cc2)C1 ?
Gli-Sufu block: -1; Jurkat NFkB inh: 2; CCR6 antagonist: 20; APJ antag: 2; UBC13 polyUb: -5; CXCR6 block: -4; EBI2 block: 42; 697 NFkB inh: -13

How did COc1ccc(-n2c(N)c(C(=O)NCc3ccco3)c3nc4ccccc4nc32)c(OC)c1 do in these assays?
Gli-Sufu block: 3; Jurkat NFkB inh: -5; CCR6 antagonist: 4; APJ antag: -31; UBC13 polyUb: -35; CXCR6 block: 0; EBI2 block: -8; 697 NFkB inh: -1

Results for COc1ccc(S(=O)(=O)NC2CCN(Cc3ccccc3)CC2)cc1NC(C)=O ?
Gli-Sufu block: 1; Jurkat NFkB inh: -6; CCR6 antagonist: 7; APJ antag: 14; UBC13 polyUb: 13; CXCR6 block: 3; EBI2 block: -7; 697 NFkB inh: 8

How did CS(=O)(=O)N(CC(=O)N1CCN(c2ccccc2)CC1)c1cc(C(F)(F)F)ccc1Cl do in these assays?
Gli-Sufu block: -9; Jurkat NFkB inh: -6; CCR6 antagonist: 7; APJ antag: 8; UBC13 polyUb: 2; CXCR6 block: 1; EBI2 block: 46*; 697 NFkB inh: -1

Results for NC1=NS(=O)(=O)NC1c1cccc(F)c1 (stereo unspecified) ?
Gli-Sufu block: 25; Jurkat NFkB inh: 4; CCR6 antagonist: 1; APJ antag: 1; UBC13 polyUb: 0; CXCR6 block: 1; EBI2 block: -1; 697 NFkB inh: -6

What do the screens show for `Cc1ccc(C(=O)CCC(=O)OCC(=O)Nc2ccccc2SCC#N)cc1`?
Gli-Sufu block: -3; Jurkat NFkB inh: 12; CCR6 antagonist: 3; APJ antag: -1; UBC13 polyUb: 11; CXCR6 block: -3; EBI2 block: 3; 697 NFkB inh: -8

How did COC(=O)CN(Cc1ccco1)S(=O)(=O)c1ccccc1 do in these assays?
Gli-Sufu block: 0; Jurkat NFkB inh: -22; CCR6 antagonist: 17; APJ antag: 10; UBC13 polyUb: -3; CXCR6 block: -6; EBI2 block: -1; 697 NFkB inh: -15

How did CC1CCCN(CCS(=O)(=O)c2ccccc2)C1 (stereo unspecified) do in these assays?
Gli-Sufu block: 11; Jurkat NFkB inh: 1; CCR6 antagonist: -4; APJ antag: 23; UBC13 polyUb: 2; CXCR6 block: -5; EBI2 block: -33; 697 NFkB inh: 2

Results for COc1cc(C)c(S(=O)(=O)N2CCN=C2c2ccccc2)cc1C ?
Gli-Sufu block: -6; Jurkat NFkB inh: 8; CCR6 antagonist: 9; APJ antag: -1; UBC13 polyUb: -3; CXCR6 block: -11; EBI2 block: -8; 697 NFkB inh: 7

How did CCOC(=O)[C@H]1[C@H]2COc3cc(OC)ccc3[C@@H]2N2C(=O)[C@@H](CO)NC(=O)[C@@]12C do in these assays?
Jurkat NFkB inh: -1; APJ antag: 51*; UBC13 polyUb: -1; 697 NFkB inh: 19

What do the screens show for `CC(=O)NCc1ccc(C(=O)CN2C(=O)NC3(CCCCC3C)C2=O)s1` (stereo unspecified)?
Gli-Sufu block: -17; Jurkat NFkB inh: -5; CCR6 antagonist: 8; APJ antag: 13; UBC13 polyUb: -5; CXCR6 block: -8; EBI2 block: -5; 697 NFkB inh: -5

Results for COc1cc(S(=O)(=O)N2CCN=C2c2ccccc2)c(OC)cc1Cl ?
Gli-Sufu block: 8; Jurkat NFkB inh: -1; CCR6 antagonist: 14; APJ antag: 4; UBC13 polyUb: -1; CXCR6 block: 5; EBI2 block: -6; 697 NFkB inh: 1

Results for Cc1ccc(C(=O)Oc2coc(CSc3nnc(NC(=O)C4CC4)s3)cc2=O)cc1 ?
Gli-Sufu block: -5; Jurkat NFkB inh: 8; CCR6 antagonist: -15; APJ antag: 4; UBC13 polyUb: 6; CXCR6 block: 9; EBI2 block: -11; 697 NFkB inh: 11

What do the screens show for `COc1cccc(-c2cc(C(=O)NCC3CCCO3)c3cc(C)cc(C)c3n2)c1` (stereo unspecified)?
Gli-Sufu block: -20; Jurkat NFkB inh: -36; CCR6 antagonist: 17; APJ antag: 6; UBC13 polyUb: 22; CXCR6 block: 4; EBI2 block: 7; 697 NFkB inh: -9

What do the screens show for `CCOc1ccccc1N(CC(=O)OC)S(=O)(=O)c1ccccc1`?
Gli-Sufu block: 8; Jurkat NFkB inh: -23; CCR6 antagonist: -5; APJ antag: 2; UBC13 polyUb: 2; CXCR6 block: 11; EBI2 block: 6; 697 NFkB inh: -26

How did Cc1nnc(C)n1/N=C/C=C/c1ccccc1 do in these assays?
Gli-Sufu block: -4; Jurkat NFkB inh: -2; CCR6 antagonist: 3; APJ antag: -15; UBC13 polyUb: -7; CXCR6 block: -3; EBI2 block: -2; 697 NFkB inh: -6

Results for COc1ccccc1NC(=O)C(C)OC(=O)C1CCC(C(C)(C)C)CC1 (stereo unspecified) ?
Gli-Sufu block: 2; Jurkat NFkB inh: -14; CCR6 antagonist: 8; APJ antag: -1; UBC13 polyUb: 0; CXCR6 block: -12; EBI2 block: 1; 697 NFkB inh: 1

What do the screens show for `Clc1ccc(SCCOCCN2CCOCC2)cc1`?
Gli-Sufu block: 1; Jurkat NFkB inh: -22; CCR6 antagonist: 2; APJ antag: 12; UBC13 polyUb: -4; CXCR6 block: -9; EBI2 block: 5; 697 NFkB inh: -47

How did COc1cc(NC(=O)N2CCNC2=O)cc(C(=O)Nc2cccc(C(F)(F)F)c2)c1 do in these assays?
Gli-Sufu block: 32; Jurkat NFkB inh: 67*; CCR6 antagonist: 6; APJ antag: -2; UBC13 polyUb: 25; CXCR6 block: 0; EBI2 block: -3; 697 NFkB inh: -8

What do the screens show for `O=c1cc(C(F)(F)F)nc(-c2ccccc2)[nH]1`?
Gli-Sufu block: 4; Jurkat NFkB inh: -8; CCR6 antagonist: -10; APJ antag: -25; UBC13 polyUb: 1; CXCR6 block: 7; EBI2 block: 2; 697 NFkB inh: 3

What do the screens show for `C=CCNC(=O)c1ccc(CNS(=O)(=O)c2ccc(NC(C)=O)cc2)cc1`?
Gli-Sufu block: -3; Jurkat NFkB inh: 2; CCR6 antagonist: -11; APJ antag: 18; UBC13 polyUb: 7; CXCR6 block: 3; EBI2 block: 6; 697 NFkB inh: 8

Results for O=C(COC(=O)C1CCCCC1C(=O)N1CCc2ccccc21)NCc1ccco1 (stereo unspecified) ?
Gli-Sufu block: 3; Jurkat NFkB inh: -14; CCR6 antagonist: 18; APJ antag: -1; UBC13 polyUb: 0; CXCR6 block: 6; EBI2 block: -5; 697 NFkB inh: -3

How did CSc1ccc(Cl)c(C(=O)OCC(=O)NCC(C)C)c1 do in these assays?
Gli-Sufu block: 10; Jurkat NFkB inh: 14; CCR6 antagonist: 10; APJ antag: 0; UBC13 polyUb: 11; CXCR6 block: 8; EBI2 block: -4; 697 NFkB inh: 8

What do the screens show for `CN(C)C(=O)CCc1ccc2c3c([nH]c2c1)[C@]1(C)[C@@H](C(=O)N2CCCCC2)C[C@H](CC(=O)NCCCn2ccnc2)C(=O)N1CC3`?
Gli-Sufu block: -8; CCR6 antagonist: 4; CXCR6 block: 4; EBI2 block: -4; 697 NFkB inh: -15

What do the screens show for `CCOc1cc(C(=S)N2CCN(C)CC2)ccc1OCC(=O)N1CCOCC1`?
Gli-Sufu block: -2; Jurkat NFkB inh: 6; CCR6 antagonist: 0; APJ antag: 1; UBC13 polyUb: 7; CXCR6 block: -12; EBI2 block: 7; 697 NFkB inh: 1

How did CCN(c1ccc(Cl)cc1)S(=O)(=O)c1nnc(NC(=O)C(C)C)s1 do in these assays?
Gli-Sufu block: -8; Jurkat NFkB inh: -28; CCR6 antagonist: 10; APJ antag: -7; UBC13 polyUb: -1; CXCR6 block: 6; EBI2 block: -1; 697 NFkB inh: 14

Results for COc1cc(OC)cc(C(=O)N[C@H](C(=O)Nc2ccc(NC(C)=O)cc2)C(C)C)c1 ?
Gli-Sufu block: -16; Jurkat NFkB inh: 2; CCR6 antagonist: 3; APJ antag: -1; UBC13 polyUb: -1; CXCR6 block: 7; EBI2 block: 10; 697 NFkB inh: 9

What do the screens show for `COc1ccc(N2CCN(C(=O)CN(c3ccccc3)S(=O)(=O)c3ccc(OC)cc3)CC2)cc1`?
Gli-Sufu block: 15; Jurkat NFkB inh: 20; CCR6 antagonist: -2; APJ antag: 9; UBC13 polyUb: 1; CXCR6 block: -3; EBI2 block: 11; 697 NFkB inh: 7

What do the screens show for `O=C(Nc1ccc(Cl)c(Cl)c1)Nc1ccc(N2CCCC2)c(S(=O)(=O)Nc2ccccc2Cl)c1`?
Gli-Sufu block: 16; Jurkat NFkB inh: 7; CCR6 antagonist: -3; APJ antag: -23; UBC13 polyUb: -15; CXCR6 block: -13; EBI2 block: 9; 697 NFkB inh: 9

How did CC(C)c1ccc(NC(=O)CSc2nc3ccsc3c(=O)n2CCC(=O)O)cc1 do in these assays?
Gli-Sufu block: -11; Jurkat NFkB inh: -17; CCR6 antagonist: 25; APJ antag: 7; UBC13 polyUb: -4; CXCR6 block: -1; EBI2 block: 1; 697 NFkB inh: 7

Results for CCC(=O)Oc1ccc(NC(=O)c2ccco2)cc1 ?
Gli-Sufu block: 37; Jurkat NFkB inh: 4; CCR6 antagonist: 24; APJ antag: -10; UBC13 polyUb: -6; CXCR6 block: -4; EBI2 block: 2; 697 NFkB inh: -10

How did CSc1nc(N2CCOCC2)c2c(c1C#N)CC(C)(C)OC2 do in these assays?
Gli-Sufu block: -11; Jurkat NFkB inh: -5; CCR6 antagonist: 2; APJ antag: 9; UBC13 polyUb: 29; CXCR6 block: 4; EBI2 block: 0; 697 NFkB inh: -16

How did COC(=O)C1=C(C)N(Cc2cccnc2)C(=O)/C1=C\c1cccs1 do in these assays?
Jurkat NFkB inh: -9; APJ antag: 0; UBC13 polyUb: -16; 697 NFkB inh: 16

How did CC(C)C[C@H](NC(=O)c1[nH]cnc1C(=O)N[C@@H](C)C(=O)OCc1ccccc1)C(=O)OCc1ccccc1 do in these assays?
Gli-Sufu block: -3; Jurkat NFkB inh: 7; CCR6 antagonist: 4; APJ antag: 4; UBC13 polyUb: -11; CXCR6 block: 14; EBI2 block: 10; 697 NFkB inh: -10

What do the screens show for `Cc1ccc(NC(=O)c2c(F)cccc2Cl)cc1S(=O)(=O)N1CCOCC1`?
Gli-Sufu block: 6; Jurkat NFkB inh: 1; CCR6 antagonist: 9; APJ antag: 38; UBC13 polyUb: 19; CXCR6 block: 3; EBI2 block: 0; 697 NFkB inh: 5

How did Cc1nnc(NC(=O)CSc2nc(CC(C)C)nc3c2c(=O)n(C)c(=O)n3C)s1 do in these assays?
Gli-Sufu block: 8; Jurkat NFkB inh: -5; CCR6 antagonist: 4; APJ antag: 18; UBC13 polyUb: -10; CXCR6 block: 8; EBI2 block: 7; 697 NFkB inh: 7

Results for CC(Sc1nc2c(N)ncnc2n1CCOc1ccccc1)C(=O)O (stereo unspecified) ?
Gli-Sufu block: 5; Jurkat NFkB inh: -17; CCR6 antagonist: -1; APJ antag: -6; UBC13 polyUb: -1; CXCR6 block: -7; EBI2 block: -4; 697 NFkB inh: 2

How did CC(=O)Nc1ccc2c(c1)CN(c1cc(C)ccc1C)CO2 do in these assays?
Gli-Sufu block: 20; Jurkat NFkB inh: 6; CCR6 antagonist: -15; APJ antag: 5; UBC13 polyUb: 0; CXCR6 block: -14; EBI2 block: -3; 697 NFkB inh: -29

Looked up by structure from the list above, two records:
What do the screens show for `COc1ccc(N2CCN(C(=O)CN(c3ccccc3)S(=O)(=O)c3ccc(OC)cc3)CC2)cc1`?
Gli-Sufu block: 15; Jurkat NFkB inh: 20; CCR6 antagonist: -2; APJ antag: 9; UBC13 polyUb: 1; CXCR6 block: -3; EBI2 block: 11; 697 NFkB inh: 7

Results for CCC(=O)Oc1ccc(NC(=O)c2ccco2)cc1 ?
Gli-Sufu block: 37; Jurkat NFkB inh: 4; CCR6 antagonist: 24; APJ antag: -10; UBC13 polyUb: -6; CXCR6 block: -4; EBI2 block: 2; 697 NFkB inh: -10

High-throughput results (PubChem)
